Assay outcomes deposited in PubChem BioAssay by Broad Institute.
RAD54 inh – inhibitors of human RAD54 branch migration, primary screen, biochemical, fluorescence, single point; RAD54 Holliday junction branch migration, FAM/BHQ fluorescence; inhibition, % at 10.4 µM; 360,000 tested, 0.14% active; AID 602329, 2012;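 active means mean normalized replicate activity at least 40 and at least half of replicates scoring 40 or more; inconclusive means only one of the two criteria met; inactive means mean below 40 and under half of replicates reaching 40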;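 further: 0% = median of neutral control wells and 100% = median of positive control wells; inhibitors cause a drop in the FAM fluorescence signal; in these data hits start at about 50%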
CFTR F508del cor – F508del CFTR correction, initial screen, CFBE line, single point. 350,000 tested, 0.36% active. activity (quench increase), % at 7.58 µM. CFBE cells, YFP halide quenching; stimulated with forskolin plus potentiator P3; % fluorescence drop versus neutral controls;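 active means mean added fluorescence quench of at least 8% versus neutral control, with both replicates also reaching 8%; inconclusive means only one of the mean or replicate conditions met; inactive means mean below 8% and not both replicates reaching 8%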;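 further: cells transiently co-express mutant CFTR-F508del with the halide-sensitive YFP; corrector assay measuring rescue of mutant channel to the surface after 24 h compound exposure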
GSIS activator – GLuc luminescence reporter in INS-1E cells, primary screen for activators of glucose-dependent secretion of insulin; 370,000 tested, 0.61% active; activation, % at 16.6 µM; INS-1E GLuc reporter insulin secretion, 2-3 h;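 active means lowest replicate activation of at least 40%, so every replicate reaches that level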;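 further: 0% = median of neutral control wells and 100% = median of IBMX positive control wells; some compounds called inactive have numbers as strong as hits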
DENV2 CPE – inhibitors of DENV2 cytopathic effect, primary screen, cell-based, plate reader, single concentration; DENV2-infected cells, cytopathic effect rescue; CPE inhibition, % at 9.99 µM; 350,000 tested, 1.7% active; AID 651640, 2012; in the data active means CPE inhibition above about 20%, passing the limit was not always enough; inconclusive means no clear call, values can overlap the other calls; tested in BHK-21 cells;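 further: 0% = median of neutral control wells and 100% = median of positive control wells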
RAD52 inh – RAD52 DNA annealing inhibitors, primary screen, biochemical, FRET, single point, set 2. 360,000 tested, 0.46% active. inhibition, % at 18.7 µM. recombinant RAD52 DNA annealing, FRET fluorescence. AID 651710, 2012;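 active means every replicate showing at least 50% inhibition; inconclusive means mean inhibition at least 50% but not in every replicate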
Target sequence (P43351 whole entry, looked up): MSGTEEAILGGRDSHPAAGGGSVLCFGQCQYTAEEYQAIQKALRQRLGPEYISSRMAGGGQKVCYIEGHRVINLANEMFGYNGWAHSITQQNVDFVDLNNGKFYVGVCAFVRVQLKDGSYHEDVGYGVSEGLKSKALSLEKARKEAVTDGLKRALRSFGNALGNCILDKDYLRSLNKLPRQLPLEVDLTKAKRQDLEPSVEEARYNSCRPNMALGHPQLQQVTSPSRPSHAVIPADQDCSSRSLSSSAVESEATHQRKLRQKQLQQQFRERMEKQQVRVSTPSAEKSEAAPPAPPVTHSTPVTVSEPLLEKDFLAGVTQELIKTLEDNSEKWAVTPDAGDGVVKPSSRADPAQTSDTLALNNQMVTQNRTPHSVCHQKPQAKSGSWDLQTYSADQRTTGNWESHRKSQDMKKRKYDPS
E-sel inducer – E-selectin induction in HUVECs, primary screen, imaging, HUVEC, immunofluorescence imaging, single point | P16581 | normalized: neutral wells 0, TNF-alpha wells 100 | activation, % at 7.58 µM | 260,000 tested, 0.37% active | AID 686992, 2013;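 active means mean E-selectin-positive cell signal at least 10% of the positive control, reached in at least 60% of replicates, without over 20% cell loss; inconclusive means no rule given, readout overlaps actives, possibly toxicity-flagged; inactive means the rest, including those meeting only one limit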;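 further: in these data hits start at about 27%; measured in HUVEC primary endothelial cells; signal is the percent of cells scored E-selectin positive by PE staining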
Target sequence (P16581 whole entry, looked up): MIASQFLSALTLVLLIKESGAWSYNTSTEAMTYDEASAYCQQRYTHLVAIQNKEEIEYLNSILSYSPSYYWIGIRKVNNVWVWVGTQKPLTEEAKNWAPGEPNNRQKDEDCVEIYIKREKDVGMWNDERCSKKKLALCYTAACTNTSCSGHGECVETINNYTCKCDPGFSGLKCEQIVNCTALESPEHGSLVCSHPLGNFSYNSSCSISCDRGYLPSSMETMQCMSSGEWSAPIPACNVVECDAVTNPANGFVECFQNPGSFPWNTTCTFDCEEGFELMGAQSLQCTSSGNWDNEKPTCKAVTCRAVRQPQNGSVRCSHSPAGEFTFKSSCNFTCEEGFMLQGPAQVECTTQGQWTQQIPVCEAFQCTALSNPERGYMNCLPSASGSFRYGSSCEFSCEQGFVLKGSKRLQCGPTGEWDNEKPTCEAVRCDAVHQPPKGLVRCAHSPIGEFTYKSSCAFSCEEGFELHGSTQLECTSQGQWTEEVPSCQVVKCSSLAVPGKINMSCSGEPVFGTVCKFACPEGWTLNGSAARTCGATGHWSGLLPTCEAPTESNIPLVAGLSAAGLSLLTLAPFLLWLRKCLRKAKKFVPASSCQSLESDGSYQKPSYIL
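Material: HUVEC primary endothelial cells; Amount: 3,000 cells per well; Dosing: single concentration; Medium: EGM-2 growth medium on 0.1% gelatin-coated wells; Read-out basis: percent E-selectin-positive cells; Signal: immunofluorescence imaging; Control set: TNF-alpha, DMSO.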
CASP6 VEID inh – human caspase-6 inhibitors, primary screen, biochemical, VEID-R110 fluorescence, single point, set 2; P55212; purified caspase-6, Z-VEID-R110 cleavage fluorescence; inhibition, % at 12.5 µM; 350,000 tested, 0.53% active;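 active means mean inhibition across replicates at least about 35%, with every replicate also reaching that limit, limit read from the data; inconclusive means only one of the two criteria met; inactive means neither criterion met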;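 further: 0% = median of neutral control wells and 100% = no fluorescence left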
XiGFP reactiv – activators of inactive X chromosome reactivation, primary screen, imaging, XiGFP fibroblasts, GFP high-content imaging, set 2; XiGFP mouse fibroblasts, % GFP-positive cells imaging, 3 d; cells co-treated with 5-aza-dC sensitizer; scaled so ellipticine positive control = 100%; activation, % at 7.58 µM; 360,000 tested, 0.055% active; AID 743238, 2013;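 active means mean normalized replicate activation at least 10% and every replicate at or above 10%; inconclusive means only one of the two criteria met; inactive means mean below 10% and not all replicates reach 10%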;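 further: 0% = median of on-plate neutral control wells and 100% = ellipticine 6 µM median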
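assay system = SV40-immortalized XiGFP fibroblast cells, line 68-5-11 | buffer or medium = DMEM plus 5-aza-dC sensitizer | doses = single-point pinned compound dosing | times = 3-day compound exposure, then 15 min fixation at room temperature | benchmarks = positive control ellipticine, 6 µM final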
Starred values were filed as active, the others as inactive; ? = inconclusive; . = no result given.

nr | SMILES | RAD54 inh | CFTR F508del cor | GSIS activator | DENV2 CPE | RAD52 inh | E-sel inducer | CASP6 VEID inh | XiGFP reactiv
1 | CN(C)CCNC(=O)CN1C(=O)CSc2ccc(S(=O)(=O)N3CCCCC3)cc21 | 6 | 1.8 | 7 | -2 | -10 | . | -18 | -0.1
2 | Cc1ccccc1S(=O)(=O)N1CCCCN2[C@@H](CO)[C@H](c3ccc(-c4cncnc4)cc3)[C@@H]2C1 | -2 | 0.1 | 8 | -8 | -32 | 0.2 | 2 | 0.1
3 | Cc1csc(NC(=O)C2=NN(c3ccccc3)C(=O)CC2)n1 | . | 0.2 | 5 | -2 | -11 | . | -3 | 0.1
4 | COc1cccc(-c2ccc3c(c2)O[C@@H](CN(C)C(C)=O)[C@@H](C)CN([C@H](C)CO)S3(=O)=O)c1 | -7 | 1.4 | 30 | -9 | -3 | -0.1 | -2 | 0.2
5 | COc1ccc(NC(=O)N2C[C@H](O)COC[C@@H]3O[C@@H](CC(=O)NC4Cc5ccccc5C4)CC[C@H]32)cc1 | -4 | -1.5 | -6 | -5 | 10 | 0.0 | -2 | 0.1
6 | COc1cccc2[nH]c3c(N4CCC5(CC4)OCCO5)ncnc3c12 | . | 0.6 | 6 | 2 | 1 | . | -4 | 0.0
7 | O=C(O)/C=C/C(=O)Nc1ccc(C2(c3ccc(NC(=O)/C=C/C(=O)O)cc3)c3ccccc3-c3ccccc32)cc1 | -7 | 2.2 | 2 | 3 | -30 | . | 47* | 0.0
8 | CS(=O)(=O)c1ccc(Cl)c(NC(=O)COC(=O)CNC(=O)c2ccc3ccccc3c2)c1 | 11 | -0.2 | -11 | -5 | -12 | . | -1 | 0.2
9 | N#Cc1cccc(-n2c(-c3ccccc3)nnc2-c2ccccc2)c1C#N | 9 | 0.9 | -10 | 2 | -10 | . | -4 | .
10 | CCCC#Cc1ccc([C@H]2[C@@H](CO)N3CCCCN(S(=O)(=O)CC)C[C@H]23)cc1 | -1 | 1.2 | -19 | -6 | -16 | 1.2 | 3 | 0.2
11 | O=C(C1=C[C@H](c2ccc(C(F)(F)F)cc2)C[C@H](OCc2ccc(CO)cc2)O1)N1CCN(Cc2ccc3c(c2)OCO3)CC1 | -4 | 2.9 | -32 | 1 | -46 | -0.3 | 0 | 0.0
12 | CCC(=O)N(C)C[C@H]1Oc2ncc(C#C[C@@H](C)O)cc2C(=O)N([C@@H](C)CO)C[C@@H]1C | 3 | -0.9 | 14 | 12 | 3 | -0.2 | 1 | -0.9
13 | O=C(OCc1ccccc1)/C(=C(\O)c1ccccc1Br)c1ccc(-c2ccccc2)cn1 | -3 | -2.0 | -1 | -5 | -50 | -0.1 | -1 | -0.1
14 | CCCN(C)C[C@H]1Oc2cc(C#Cc3ccccn3)ccc2S(=O)(=O)N([C@@H](C)CO)C[C@H]1C | -12 | -1.0 | 3 | -6 | -9 | -0.8 | -7 | 2.0
15 | COc1ccccc1NC(=O)C1=C(C)Nc2nc(-c3cccnc3)nn2C1c1ccccn1 (stereo not given) | 6 | -0.3 | 4 | -2 | 7 | -0.3 | 4 | 0.0
16 | C[C@H]1CCCCO[C@@H](CN(C)C(=O)C2CCCCC2)[C@@H](C)CN([C@@H](C)CO)C(=O)c2cc(NC(=O)Nc3ccc(C(F)(F)F)cc3)ccc2O1 | 28 | 10* | -7 | -6 | 0 | 0.2 | -2 | 0.2
17 | COc1cccc(NC(=O)CN(C)C(=O)c2ccc(N3CCOCC3)c([N+](=O)[O-])c2)c1 | -7 | -2.2 | 36 | ? | -9 | -0.3 | 4 | -0.1
18 | O=C(Cn1cnc2c(nnn2Cc2ccc(F)cc2)c1=O)Nc1cccc(F)c1 | . | -1.8 | -6 | 3 | -4 | . | -2 | 0.0
19 | CC(C)(C)c1cc(C(=O)NNC(=O)c2ccc(C(F)(F)F)cc2)no1 | . | -0.8 | -10 | 1 | -18 | . | -1 | -0.1
20 | O=S(=O)(c1cccc(Cl)c1)N1CCC(c2nc3ccccc3[nH]2)CC1 | 4 | -2.3 | -16 | ? | -5 | . | 1 | 0.0
21 | NCC(O)c1ccc(O)c(O)c1 (stereo not given) | 1 | 0.5 | 2 | -1 | 9 | -0.3 | 27 | 0.0
22 | Cc1ccc(S(=O)(=O)N(C)C[C@H]2Oc3ccc(NC(=O)Cc4cn(C)c5ccccc45)cc3C(=O)N([C@@H](C)CO)C[C@@H]2C)cc1 | 2 | 2.1 | 4 | -2 | -22 | 1.0 | 1 | -0.3
23 | COC(=O)c1cc2c(c3c4ccccc4n(S(=O)(=O)c4ccccc4)c13)C(=O)N(Cc1ccco1)C2 | . | 2.2 | . | 9 | -44 | -0.4 | 6 | -0.1
24 | CCOc1ccccc1CN1CCCC(CNS(=O)(=O)c2ccc(OC)cc2)C1 (stereo not given) | 4 | 1.3 | 24 | -6 | -35 | . | 0 | 0.0
25 | Cc1csc(NC(=O)c2cc(=O)[nH]c3ccccc23)n1 | 16 | -1.2 | 10 | 3 | -31 | 5.2 | 2 | 0.4
26 | C[C@@H]1CCCCO[C@@H](CN(C)S(=O)(=O)c2ccc(Cl)cc2)[C@@H](C)CN([C@H](C)CO)C(=O)c2cc(NC(=O)Nc3ccc4c(c3)OCO4)ccc2O1 | 1 | 0.9 | 14 | -7 | -10 | 0.9 | 8 | 0.4
27 | CNS(=O)(=O)c1cccc(C(=O)OCC(=O)Nc2ccc(Cl)cc2F)c1 | . | -0.4 | 7 | 4 | -2 | . | 0 | 1.0
28 | C[C@@H]1CN([C@@H](C)CO)C(=O)c2cccc(NC(=O)c3cnccn3)c2O[C@H]1CN(C)Cc1ccc2c(c1)OCO2 | -8 | -2.2 | -4 | -11 | 4 | 3.7 | -1 | 0.0
29 | COc1ccc(C2/C(=C(/O)c3ccc(Br)cc3)C(=O)C(=O)N2C)cc1 (stereo not given) | -8 | 0.6 | -37 | ? | -9 | . | 0 | 0.5
30 | COc1ccc(C2CC2/C(=N/O)c2ccccn2)cc1 (stereo not given) | . | 1.7 | 9 | 2 | -24 | . | 4 | 0.0

Arranged by molar mass (rising): 5 of the compounds above.
nr | SMILES | RAD54 inh | CFTR F508del cor | GSIS activator | DENV2 CPE | RAD52 inh | E-sel inducer | CASP6 VEID inh | XiGFP reactiv
21 | NCC(O)c1ccc(O)c(O)c1 (stereo not given) | 1 | 0.5 | 2 | -1 | 9 | -0.3 | 27 | 0.0
25 | Cc1csc(NC(=O)c2cc(=O)[nH]c3ccccc23)n1 | 16 | -1.2 | 10 | 3 | -31 | 5.2 | 2 | 0.4
27 | CNS(=O)(=O)c1cccc(C(=O)OCC(=O)Nc2ccc(Cl)cc2F)c1 | . | -0.4 | 7 | 4 | -2 | . | 0 | 1.0
28 | C[C@@H]1CN([C@@H](C)CO)C(=O)c2cccc(NC(=O)c3cnccn3)c2O[C@H]1CN(C)Cc1ccc2c(c1)OCO2 | -8 | -2.2 | -4 | -11 | 4 | 3.7 | -1 | 0.0
26 | C[C@@H]1CCCCO[C@@H](CN(C)S(=O)(=O)c2ccc(Cl)cc2)[C@@H](C)CN([C@H](C)CO)C(=O)c2cc(NC(=O)Nc3ccc4c(c3)OCO4)ccc2O1 | 1 | 0.9 | 14 | -7 | -10 | 0.9 | 8 | 0.4

(cont.)
nr | SMILES | RAD54 inh | CFTR F508del cor | GSIS activator | DENV2 CPE | RAD52 inh | E-sel inducer | CASP6 VEID inh | XiGFP reactiv
31 | Cc1ccc(-c2c[n+](CC(=O)OCc3ccccc3)c3n2CCC3)cc1 | -12 | . | -22 | -4 | 2 | . | -1 | 0.0
32 | CC(C)(C)NS(=O)(=O)c1ccc(NC(=O)Cc2ccccc2[N+](=O)[O-])cc1 | . | -1.3 | . | -9 | -9 | 3.6 | 1 | -0.1
33 | c1coc(-c2cc3nc(NC4CCCCC4)ccn3n2)c1 | -2 | 0.5 | -22 | 4 | -65 | 0.0 | 3 | -0.1
34 | Cc1ccc(Oc2c(C)nc(-c3ccccc3)[nH]c2=O)cc1 | . | 0.6 | -1 | -4 | -12 | . | -2 | 0.0
35 | Cc1sc2ncnc(N3CCC(C(=O)NNC(=O)COc4ccccc4Cl)CC3)c2c1C | . | -0.2 | -23 | 8 | -1 | . | 4 | 0.0
36 | C[C@@H]1CCCCO[C@@H](CN(C)C(=O)CCCN(C)C)[C@@H](C)CN([C@H](C)CO)C(=O)c2cc(NC(=O)Nc3ccc4c(c3)OCO4)ccc2O1 | 11 | 1.8 | 1 | 1 | 6 | -0.2 | -8 | 0.0
37 | COc1ccc(C(=O)COC(=O)c2cccs2)cc1 | 1 | -1.0 | -2 | -1 | 1 | 0.0 | 1 | 0.1
38 | COc1ccc(N2CCN(C(=O)CCC(=O)N3CC(C)Oc4ccccc43)CC2)cc1 (stereo not given) | -4 | -2.3 | . | -4 | 1 | 0.1 | -2 | 0.1
39 | COC(=O)COc1cccc2c(=O)n(CC(=O)N3CCC(C)CC3)ccc12 | 9 | -2.1 | -18 | 0 | 6 | 1.0 | 1 | 0.4
40 | CCNc1nc(C(=O)O)nc(N2CCOCC2)n1 | . | -2.9 | 11 | 5 | -21 | -0.1 | 12 | 0.0
41 | Cc1ccc2cc(NC(=O)CC(CC(=O)O)c3ccccc3)ccc2n1 (stereo not given) | -2 | -1.9 | -5 | -7 | -12 | -0.1 | 1 | 0.0
42 | CC(=O)Nc1cc(-c2ccccc2N(C)C)cn2c(-c3ccc(F)c(Cl)c3)cnc12 | 1 | 7.3 | -7 | ? | -158 | 0.3 | 5 | 0.0
43 | C[C@H](CO)N1C[C@H](C)[C@H](CN(C)C(=O)NC2CCCC2)Oc2ncc(-c3cccnc3)cc2C1=O | 2 | -2.1 | -7 | 0 | 11 | 0.0 | 4 | -0.7
44 | Cc1nn(C2CCS(=O)(=O)C2)c(Cl)c1/C=C/C(=O)OCC(=O)c1cc(C)n(-c2ccc(F)cc2)c1C (stereo not given) | . | 0.5 | -3 | -1 | -31 | 0.0 | -2 | 0.2
45 | O=C(NCc1ccco1)c1cccc2c(-c3ccc(F)c(F)c3)coc12 | 2 | -0.1 | -6 | -18 | -2 | -0.1 | 5 | 0.2
46 | COC(=O)CCC(=O)OC1(C)C(=O)C=C2C=C(C3CC3)N(Cc3ccc(OC)cc3)C=C2C1=O (stereo not given) | 11 | -1.0 | 26 | 6 | -16 | 1.6 | 23 | 0.0
47 | CCCCCCSc1cc(-c2nc3cnccn3c2NCCCC)ccc1OC | -13 | . | 108* | . | -25 | . | 5 | .
48 | COc1ccc(NC(=O)Nc2ccc3c(c2)C(=O)N([C@@H](C)CO)C[C@@H](C)[C@@H](CN(C)Cc2ccncc2)OCCCC[C@H](C)O3)cc1 | 1 | -0.6 | -20 | 2 | 12 | -0.3 | 0 | 0.1
